TRPC4 act: activators of mouse TRPC4 channel, primary screen, Fluo4 calcium, HEK293 TRPC4beta/mu-opioid cells | Short transient receptor potential channel 4 (Mus musculus), Q9QUQ5 | Fluo4 calcium fluorescence; stronger effect = higher value | B-score at 10 µM | 310,000 tested, 0.49% active | AID 2237, 2010;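 active means B-score above 5 SD of library B-scores, and initial fluorescence ratio not above library mean plus 5 SD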;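 further: positive B-score marks a calcium rise read as TRPC4 activation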
Target sequence (Q9QUQ5 whole entry, looked up): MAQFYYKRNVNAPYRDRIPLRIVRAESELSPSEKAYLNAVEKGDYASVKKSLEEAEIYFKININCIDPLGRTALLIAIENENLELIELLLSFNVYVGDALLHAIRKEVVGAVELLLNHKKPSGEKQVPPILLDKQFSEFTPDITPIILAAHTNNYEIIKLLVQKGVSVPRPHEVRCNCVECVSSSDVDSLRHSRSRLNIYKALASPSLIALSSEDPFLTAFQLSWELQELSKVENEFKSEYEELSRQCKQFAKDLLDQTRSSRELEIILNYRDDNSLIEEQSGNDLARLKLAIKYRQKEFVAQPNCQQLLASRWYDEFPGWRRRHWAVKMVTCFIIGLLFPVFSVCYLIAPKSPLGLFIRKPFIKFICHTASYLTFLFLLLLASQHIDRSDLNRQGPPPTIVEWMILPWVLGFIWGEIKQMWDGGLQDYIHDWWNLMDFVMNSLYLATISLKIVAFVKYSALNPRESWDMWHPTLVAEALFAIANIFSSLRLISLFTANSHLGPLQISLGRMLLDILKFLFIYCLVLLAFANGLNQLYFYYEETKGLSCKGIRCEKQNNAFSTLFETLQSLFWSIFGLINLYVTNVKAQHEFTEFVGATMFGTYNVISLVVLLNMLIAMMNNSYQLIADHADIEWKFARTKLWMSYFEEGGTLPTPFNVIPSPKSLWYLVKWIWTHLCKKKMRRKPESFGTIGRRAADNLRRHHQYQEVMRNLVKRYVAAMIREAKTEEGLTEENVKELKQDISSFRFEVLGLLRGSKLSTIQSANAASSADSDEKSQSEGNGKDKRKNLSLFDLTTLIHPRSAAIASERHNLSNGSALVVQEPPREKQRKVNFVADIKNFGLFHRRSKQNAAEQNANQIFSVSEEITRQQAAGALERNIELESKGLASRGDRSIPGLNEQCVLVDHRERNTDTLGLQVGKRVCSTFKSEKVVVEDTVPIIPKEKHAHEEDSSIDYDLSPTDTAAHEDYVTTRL
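System – HEK293 cells stably co-expressing mouse TRPC4beta and mu-opioid receptor · Signal – Fluo4 calcium-sensitive dye fluorescence, kinetic, 1 Hz baseline · Benchmarks – buffer (low) and maximal DAMGO (high) · Read-out – B score of integrated fluorescence ratio per well · Incubation – dye loading 45 min room temperature, 110 s kinetic read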
MrgX1 agonist: agonists of human MrgX1 receptor, primary screen, HEK293 cells, Fluo-4 calcium flux | Mas-related G-protein coupled receptor member X1 (Homo sapiens), Q96LB2 | Fluo-4 calcium fluorescence, agonist mode; stronger effect = higher value | B-score at 10 µM | 310,000 tested, 0.44% active;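 active means calcium response B-score plate-corrected fluorescence ratio at least 3 library SD, with starting fluorescence B-score inside 5 SD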
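Material: MrgX1-expressing HEK293 cells; input: 15,000 cells per well; doses: test compound given as first of three sequential additions; schedule: overnight plating before 1 h dye loading; technique: Fluo-4 NW calcium-flux fluorescence, kinetic read; evaluation: baseline-normalised fluorescence change ratio, B-scored; control set: plate-wise positive and negative controls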
SKKanGAS inh: S. pyogenes SKKanGAS growth inhibitors in kanamycin, primary screen, streptokinase expression inhibitor project, SKKanGAS strain, BacTiter-Glo luminescence | 6 h | inhibition, % at 7.5 µM | 300,000 tested, 1.3% active | AID 1662, 2009;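 active means mean replicate score, as percent of positive control median, at least 50; inconclusive means mean below 50 but one replicate at or above 50; inactive means mean and every replicate below 50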;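 further: strain carries kanamycin resistance gene driven by streptokinase promoter and grows in 40 µg/ml kanamycin; loss of luminescence reflects streptokinase promoter inhibition or plain growth inhibition; 0% = median of DMSO wells and 100% = positive control at its reference dose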
MrgX1 PAM: positive allosteric modulators of MrgX1, primary screen, HEK293 cells, Fluo-4 calcium flux | B-score at 10 µM | FDSS; stronger effect = higher value | Mas-related G-protein coupled receptor member X1 (Homo sapiens), Q96LB2 | 310,000 tested, 0.63% active;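 active means plate-corrected calcium response at least 3 library SD above typical, normal starting fluorescence, not activating the receptor alone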;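 further: compound read alongside a low EC10 to EC30 dose of BAM8-22 agonist; peak minus trough fluorescence over baseline measured at the second addition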
TRPC4 potent: positive allosteric modulators of TRPC4, primary screen, cell-based, mouse TRPC4beta, HEK293 mu-opioid, Fluo-4 calcium; Short transient receptor potential channel 4 (Mus musculus), Q9QUQ5; DAMGO EC20, Fluo-4 Ca2+ flux; stronger effect = higher value; B-score at 10 µM; 310,000 tested, 0.42% active; AID 2227, 2009;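 active means B-score of calcium response area above 5 SD of library B-scores, with initial fluorescence ratio within 5 SD of library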;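 further: B-score of integrated fluorescence ratio over time as area under calcium response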
TMEM16A act: TMEM16A chloride channel activators or potentiators, primary screen, cell-based, HTS; B-score at 10 µM; 340,000 tested, 0.3% active; HEK293 TMEM16A/YFP-H148Q/I152L, iodide quench fluorescence; stronger effect = lower value; Anoctamin-1 (Mus musculus), Q8BHY3; AID 623877, 2012;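 active means fluorescence-ratio B-score plate-corrected deviation score at least 3 library SD below zero, with starting fluorescence score within 5 deviations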;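 further: channel opened by trigger with iodide after compound preincubation; score built on the fluorescence ratio of max minus min over baseline; more negative score means more quench and so TMEM16A activation or potentiation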
TRPC4 inh: inhibitors of mouse TRPC4 channel, primary screen, Fluo4 calcium, HEK293 TRPC4beta/mu-opioid cells; Short transient receptor potential channel 4 (Mus musculus), Q9QUQ5; 300,000 tested, 0.39% active; B-score at 10 µM; DAMGO-evoked Fluo4 calcium flux; stronger effect = lower value;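 active means B-score over 3 SD under the library average, no early fluorescence shift, positive overall ratio signal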
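Test system – stable TRPC4beta/mu-opioid receptor HEK293 cells · Probe or stimulus – DAMGO, a submaximal dose followed by a maximal one · Dosing – one concentration per compound · Signal – Fluo4 calcium fluorescence by kinetic imaging, 5 s 1 Hz baseline · Evaluation – per-well B score of integrated baseline-normalized Fluo4 ratio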
TRPC6 inhibitor: mouse TRPC6 channel inhibitors, primary screen, cell-based, HEK293, membrane potential dye | Short transient receptor potential channel 6 (Mus musculus), Q61143 | ACh-evoked depolarization; stronger effect = lower value | B-score at 10 µM | 310,000 tested, 1.1% active;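 active means B-score under library mean minus 3 SD, initial fluorescence not abnormally high, positive integrated signal ratio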;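 further: B-score derived from integrated fluorescence ratio over the kinetic read; more negative B-score means stronger inhibition of depolarization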
TMEM16A inh: TMEM16A chloride channel inhibitors, primary screen, cell-based, HTS; Anoctamin-1 (Mus musculus), Q8BHY3; HEK293 TMEM16A/YFP iodide influx fluorescence, ionomycin; normalized B-score (activity score, 25-100; higher = stronger inhibition) at 10 µM; 310,000 tested, 1.2% active; AID 588511, 2011;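 active means ratio plate-corrected score three or more library SD toward inhibition, starting fluorescence score within five deviations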;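 further: score derived from kinetic fluorescence span divided by baseline fluorescence per well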
MrgX1 antag: antagonists of human MrgX1 receptor, primary screen, HEK293 cells, Fluo-4 calcium flux. Mas-related G-protein coupled receptor member X1 (Homo sapiens), Q96LB2. BAM8-22 antagonism; stronger effect = lower value. B-score at 10 µM. 310,000 tested, 1.3% active. AID 588676, 2011;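 active means calcium-response B-score plate-corrected more than 3 library SD below zero, starting fluorescence within 5 deviations, no agonist response on first addition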;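 further: peak minus trough fluorescence over baseline after final BAM8-22 challenge near maximal dose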
TRPC6 act: mouse TRPC6 channel activators, primary screen, cell-based, HEK293, membrane potential dye; HEK293-TRPC6 membrane potential dye fluorescence; stronger effect = higher value; B-score at 10 µM; Short transient receptor potential channel 6 (Mus musculus), Q61143; AID 2550, 2010; 310,000 tested, 0.13% active;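 active means B-score of the integrated fluorescence ratio above library mean plus 3 SD, and starting fluorescence ratio within library mean plus 5 SD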;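 further: higher score means more depolarization so channel activation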
The depositor's hits bear a star; i = inactive; ? = inconclusive; / = not tested or not shown.

Structure	TRPC4 act	MrgX1 agonist	SKKanGAS inh	MrgX1 PAM	TRPC4 potent	TMEM16A act	TRPC4 inh	TRPC6 inhibitor	TMEM16A inh	MrgX1 antag	TRPC6 act
COC(=O)CCCCNC(=O)Nc1ccccc1	i	i	-15	i	i	i	i	i	i	i	i
CC(=O)Nc1ccc(/C(C)=N/Nc2nc(Nc3ccccc3)nc(N3CCOCC3)n2)cc1	i	i	/	i	i	i	i	i	i	i	i
CC(C)N(Cc1nccn1C)C(=O)c1ccc(OC2CCN(C(=O)C3CC3)CC2)cc1	i	i	-9	i	i	i	i	i	i	i	i
Nc1nonc1-c1noc(-c2ccccc2)n1	i	i	-7	i	i	i	i	i	i	i	i
COc1ccc(OC)c(C2NC(=O)c3sc(=S)n(-c4ccccc4)c3N2)c1 (configuration not stated)	i	i	4	i	i	i	i	i	i	i	i
CCS(=O)(=O)N1Cc2ccccc2CC1C(=O)NCc1cccc(OC)c1 (configuration not stated)	i	i	-5	i	i	i	i	i	i	i	i
Cc1c(NC(=O)C2Cc3ccccc3CN2C(=O)c2ccco2)c(=O)n(-c2ccccc2)n1C (configuration not stated)	i	i	3	i	i	i	i	i	i	i	i
COc1cc(OC)cc(C(=O)NC2CCCN(Cc3ccc(Cl)cc3)C2)c1 (configuration not stated)	92*	i	-3	i	i	i	i	i	i	i	i
N#Cc1ccc(Sc2ccccn2)c([N+](=O)[O-])c1	i	i	-4	i	i	i	i	i	i	i	i
Cc1nn(-c2ccccc2)c(C)c1/C=N/O	i	i	11	i	i	i	i	i	i	i	i
Cc1cc(C)nc(SCC(=O)Nc2ccc(S(=O)(=O)N3CCCCC3)cc2)n1	i	i	2	i	i	i	i	i	i	i	i
NS(=O)(=O)c1ccc(NC(=S)Nc2ccn(Cc3cccc4ccccc34)n2)cc1	i	i	27	i	i	i	i	i	i	i	i
CCN(CCNC(=O)c1ccc2nc(-c3ccccc3NC(C)=O)c(=O)[nH]c2c1)c1ccccc1	i	i	15	i	i	i	i	i	i	i	i
CC(C)c1ccc(S(=O)(=O)c2nnn3c2nc(N2CCCCC2)c2ccccc23)cc1	i	i	15	i	i	i	i	i	i	i	i
O=C(NCc1ccccc1)c1nc(S(=O)(=O)Cc2ccccc2)ncc1Cl	i	i	-9	i	i	i	i	i	i	i	i
COc1ccc(NC(=O)c2cccc(Oc3ccccc3)c2)cn1	i	i	-3	i	i	i	i	i	i	i	i
CCc1ccc(NC(=O)CSc2nc(O)cc(=O)n2C2CCCC2)cc1	i	i	?	i	i	i	i	i	i	i	i
O=C(Nc1cccc(C(F)(F)F)c1)c1n[nH]c(Cn2cncn2)n1	i	i	7	i	i	i	i	i	i	i	i
CCNc1nc(C)cc(COC)c1C#N	i	i	-2	i	i	i	i	i	i	i	i
Cc1cccc(OC(=O)c2cncc(Br)c2)c1	i	i	-1	i	i	i	i	i	i	i	i
O=C(NCc1cccs1)c1ccncc1	i	i	3	i	i	i	i	i	i	i	i
C=CCN(Cc1ccc(OC)c(OC)c1)C(=O)N1CCOCC1	i	i	-5	i	i	i	i	i	i	i	i
COc1cccc(CN2CC(C(=O)NCCN3CCOCC3)CCC2=O)c1 (configuration not stated)	i	i	-7	i	i	i	i	i	i	i	i
COc1ccccc1N1CCN(C(=O)C(C)NC(=O)c2cccc([N+](=O)[O-])c2)CC1 (configuration not stated)	i	i	4	i	i	i	i	i	i	i	i
CCC1=C(OC(=O)N(CC)CC)N2C(=O)OC(=NCCOC)[C@]2(Cc2ccccc2)[C@H]2C1=CC[C@H]1C(=O)N(C)C(=O)[C@H]12	i	i	5	i	i	i	i	i	i	i	i
O=C1CC(c2ccc(F)cc2)Cc2nc(N3CCN(c4ccccc4)CC3)ncc21 (configuration not stated)	i	i	-6	i	i	i	i	i	i	i	i
CCOC(=O)N1CCN(C(=O)c2ccc(-n3c(C)ccc3C)cc2)CC1	i	i	-4	i	i	i	i	i	i	i	i
O=C(O)COc1ccc(-c2nccc(-c3cccs3)n2)cc1	i	i	2	i	i	/	i	i	i	i	i
COC(=O)c1ccc(NC(=O)c2ccc3nccnc3c2)cc1	i	i	1	i	i	i	i	i	i	i	i
O=c1cccc(-c2ccccc2)[nH]1	i	i	6	i	i	i	i	i	i	i	i
CC(C)CCNC(=O)CCn1c(=S)oc2ccccc21	i	i	9	i	i	i	i	i	i	i	i
Cc1[nH]nc2c1C(c1cccnc1)N(c1ccc(Br)cc1)C2=O (configuration not stated)	i	i	9	i	i	i	i	i	i	i	i
Cc1ccc(C2CC(c3ccco3)n3nc(N)nc3N2)cc1 (configuration not stated)	i	i	0	i	i	i	i	i	i	i	i
CCOc1ncccc1C(=O)OCC(=O)Nc1ccc(-c2nc3ccc(C)cc3s2)cc1	i	i	4	i	i	i	i	i	i	i	i
COc1ccc(C(=O)/C=C/Nc2cc(C)on2)c(OC)c1	i	i	-5	i	i	i	i	i	i	i	i
c1cnn(-c2nc(N3CCOCC3)nc(N3CCOCC3)n2)c1	i	i	-2	i	i	i	i	i	i	i	i
COc1cc2c(cc1OC)CN(C(=O)CSc1nc(C)cc(C)c1C#N)CC2	i	i	-5	i	i	i	i	i	i	i	i
CC(C)(C)c1ccc(NC(=O)c2ccc(=O)[nH]n2)cc1	i	i	2	i	i	/	i	i	i	i	i
COc1cccc(/C=C2\SC(=O)N(CCC(=O)N3CCC(C(=O)O)CC3)C2=O)c1	i	i	0	i	i	i	i	i	i	i	i
CCOC(=O)C1=C(C)NC(=S)NC1c1ccc(OCC(=O)N2CCCCCC2)cc1 (configuration not stated)	i	i	7	i	i	i	i	i	i	i	i
CCOc1ccccc1C(=O)OCC(=O)Nc1ccc(OC(F)F)cc1	i	i	-18	i	i	i	i	i	i	i	i
CC1CC(C)CN(CCCNC(=O)Cc2c(C(=O)O)n(C)c3ccccc23)C1 (configuration not stated)	i	i	-2	i	i	i	i	i	i	i	i
CC(C)COC(=O)C1[C@H]2C(=O)N(Cc3cccs3)C[C@]23C=C[C@H]1O3 (some centres not stated)	i	i	1	i	i	i	i	i	i	i	i
COc1ccc2oc(=O)c(C(=O)NCc3cccnc3)cc2c1	i	i	-1	i	i	i	i	i	i	i	i
COC(=O)c1cccc(C23CC4(C2)[C@H](CN(C)[C@@H]4c2ccccc2)C3c2ccccc2)c1 (some centres not stated)	i	i	2	i	i	i	i	i	i	i	i
CN(C1CCCCC1)S(=O)(=O)Cc1ccccc1	i	i	4	i	i	i	i	i	i	i	i
COc1ccccc1N(CC(=O)NC1CCCCC1)C(=O)Cn1nnc(-c2ccc(C)o2)n1	i	/	18	/	i	i	i	i	/	/	i
O=C(Cn1nc(-c2ccco2)ccc1=O)Nc1cc(Cl)ccc1Cl	i	i	-1	i	i	i	i	i	i	i	i
O=C(CN1C(=O)c2ccccc2C1=O)N1CCN(c2ccccc2)CC1	i	i	2	i	i	i	i	i	i	i	i
CC(C)NC(=O)c1ccc(N(Cc2ccc(Cl)cc2)S(C)(=O)=O)cc1	i	i	-4	i	i	i	i	i	i	i	i
Cc1cc(=O)oc2cc(OCC(=O)NC3CCCCC3)ccc12	i	i	6	i	i	i	i	i	i	i	i
CC(=O)Nc1ccc(S(=O)(=O)N2CCN(CC(=O)NC3CCCC3)CC2)cc1	i	i	7	i	i	i	i	i	i	i	i
CC(=O)Nc1ccc(S(=O)(=O)Nc2nc3ccccc3nc2-n2ccc(=NC(=O)c3ccc(F)cc3)cc2)cc1	i	i	-2	i	i	i	i	i	i	i	i
CC(=O)Nc1ccc(N(C(=O)CNC(=O)c2ccco2)C(C(=O)NC2CCCC2)c2ccco2)cc1 (configuration not stated)	i	i	0	i	i	i	i	i	i	i	i
FC(F)(F)c1cc(-c2ccccc2)nc(NCc2cccnc2)n1	i	i	27	i	i	i	i	i	i	i	i
CC(C)Oc1ccc(C2CC(=O)NC3=C2C(=O)CCC3)cc1 (configuration not stated)	i	i	-7	i	i	i	i	i	i	i	i
CC(C)(CO)NS(=O)(=O)c1ccc2c(c1)oc(=O)c1cc(S(=O)(=O)NC(C)(C)CO)ccc12	i	i	7	i	i	i	i	i	i	i	i
Cc1ccc(O)c(C(=O)c2cnc3c(c2)CN(CCC(C)C)C(=O)N3)c1	i	i	-1	i	i	i	i	i	i	i	i
O=C(Nc1cccc(C(=O)Nc2ccc(F)cc2F)c1)c1ccccc1	i	i	5	i	i	i	i	i	i	i	i
Cc1coc2c(C)c3oc(=O)c4c(c3cc12)CCCC4	i	i	-3	i	i	i	i	i	i	i	i
Cc1ccc(-n2nc3c(c2NC(=O)c2c(-c4ccccc4Cl)noc2C)CSC3)cc1	i	i	8	i	i	/	i	i	i	i	i
COCCCNc1nc(CC(C)C)nc2c1nnn2Cc1ccccc1	i	i	0	i	i	i	i	i	i	i	i
Cc1cc(Cl)ccc1N1C(=O)CC(SCCC(=O)O)C1=O (configuration not stated)	i	i	2	i	i	i	i	i	i	i	i

From PubChem
